Nrf2 activator – qHTS of Nrf2 Activators; AREc32 ARE-luciferase reporter (MCF7-derived line), luminescence, 24 h; Potency, µM (series often up to 46.1 µM), inactives show at the highest dose activation, most hits filed as activators; 410,000 compounds, 0.31% hits; also: potency is read from the fitted curve at half-maximal effect; % of control where 0% means no effect; nearly all actives have a fitted effect of over 65% in size
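ARE-driven firefly luciferase activity in AREc32 cells measured after a 24 hr compound exposure at 37 deg C, using Steady-Glo reagent and a 30 min room-temperature hold.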
HepG2 tox – qHTS for Inhibitors of TGF-b: Cytotox Counterscreen. 410,000 compounds, 0.76% hits. HepG2 CAGA-GFP viability, ATP luminescence, 18 h. Potency, µM (series often up to 46.1 µM), for inactives: at the top dose activity change, negative = cytotoxicity, actives largely listed as cytotoxic; also: potency is read from the fitted curve at half-maximal effect; some results filed as inactive show a strong effect at the top dose
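CellTiter-Glo luminescence gave cytotoxicity after 18 hours at 37 degrees C. The cells were HepG2 CAGA-GFP in 1% FBS DMEM, stimulated with 500 pg/mL TGF-beta after compound addition. %Activity was normalised to no-cell wells (complete cell-killing) and DMSO (no toxicity), and curves were fitted and classified.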
MCF10A rereplic – A quantitative high throughput screen for small molecules that induce DNA re-replication in MCF 10a normal breast cells; AID 624296, 2012; MCF 10A DNA re-replication, Hoechst nuclear intensity, 48 h; Potency, µM (doses to about 46.1 µM), for the others: at the top dose activity, positive = re-replication, usual class: activators; 350,000 compounds, 2.9% hits; also: potency is read from the fitted curve at half-maximal effect; % of control where 0% means no effect; nearly all actives have a fitted effect of over 50% in size
IL-1B inflam inh – qHTS for Inhibitors of Inflammasome Signaling: IL-1-beta AlphaLISA Primary Screen | THP-1 LPS/ATP IL-1B secretion, AlphaLISA, 16 h; hits give low values | activity change, % at 57.5 µM | 360,000 compounds, 4.7% hits; in the data active = activity change below about -50%; inconclusive = mostly about -30% to -49%; also: % is scaled to controls: 0 for no effect and ±100 for the full control effect
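Secreted IL-1B measured by AlphaLISA bead assay after 16 h compound exposure of THP-1 cells; compounds (final up to 57.5 uM) added 1 h before LPS (250 ng/mL) and ATP (1.25 mM) stimulation; lower signal means less secretion.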
ATXN viability – Viability Counterscreen for Primary qHTS for Inhibitors of ATXN expression. S2 cells (HEK-293 line with an ATXN2-luciferase reporter) viability, CellTiter-Fluor protease fluorescence, 24 h. Potency, µM (series often up to 56.7 µM), usual class: cytotoxic. 400,000 compounds, 0.49% hits. AID 651635, 2014; also: potency is read from the fitted curve at half-maximal effect; nearly all actives have a fitted effect of over 40% in size
A549 tox – Nrf2 qHTS screen for inhibitors: counterscreen for cytotoxicity; 390,000 compounds, 0.16% hits; A549 ARE-Fluc cells, CellTiter-Fluor viability, 18-24 h; Potency, µM (titrated, usually from 46 µM), for inactives: top-dose activity change, negative = cytotoxicity, hits mostly inhibitors; AID 504648, 2011; also: potency is read from the fitted curve at half-maximal effect; % is scaled to controls: 0 for no effect and ±100 for the full control effect
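Cytotoxicity counterscreen: CellTiter-Fluor fluorescence was measured in A549 ARE_Fluc cells after 18-24 h of compound exposure in a concentration series. The subsequent BugLite luminescent read reports ARE-luciferase activity.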
Nrf2 inh – Nrf2 qHTS screen for inhibitors; Potency, µM (titrated, usually from 46 µM), inactives show at the top dose activity change, negative = inhibition, most hits filed as inhibitors; AID 504444, 2011; A549 ARE-Fluc reporter, luciferase luminescence, 18-24 h; 360,000 compounds, 2.1% hits; also: potency is read from the fitted curve at half-maximal effect; % is scaled to controls: 0 for no effect and ±100 for the full control effect; nearly all actives have a fitted effect of over 60% in size
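Nrf2 activity is the BugLite luminescence, read 15 min after reagent at room temperature, following CellTiter-Fluor cytotoxicity readout (30 min, 37C). Compound titrations were applied for 18-24 h to 5000 A549 ARE_Fluc cells/well in 5% FBS OPTI-MEM.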
ATXN2 expr inh – Primary qHTS for Inhibitors of ATXN expression; Potency, µM (series often up to 57 µM), without a hit: at the top dose activity change, negative = inhibition, hits mostly inhibitors; 360,000 compounds, 0.72% hits; HEK-293 ATXN2-luciferase reporter, luminescence, 24 h; also: potency is read from the fitted curve at half-maximal effect; % is scaled to controls: 0 for no effect and ±100 for the full control effect; nearly all actives have a fitted effect of over 55% in size
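qHTS (up to 57 uM final) was run with 24 h compound exposure of reporter cells at 37 °C. Each well was multiplexed: SteadyGlo luminescence measured ATXN2-luciferase expression after a fluorogenic Gly-Phe-AFC viability readout (25 uM final).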
TGFb SMAD3 inh – qHTS for Inhibitors of TGF-b. HepG2 CAGA-GFP TGF-b/SMAD3 reporter, GFP fluorescence, 18 h; TGF-beta stimulated, 500 pg/mL final. Potency, µM (titrated, usually from 46.1 µM), inactives show at the top dose activity, negative = inhibition, hits mostly inhibitors. 410,000 compounds, 1.2% hits. AID 588855, 2011; also: potency is read from the fitted curve at half-maximal effect; % is scaled to controls: 0 for no effect and ±100 for the full control effect; nearly all actives have a fitted effect of over 65% in size
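HEPG2 CAGA-GFP reporter cells (1000/well, DMEM with 1% FBS) received compounds, then recombinant TGF-beta at 500 pg/mL final for 18 hours at 37 degrees C. Per-cell GFP summed per well was normalised to unstimulated and stimulated DMSO controls before curve fitting.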
The depositor's hits bear a star; i = inactive; ? = inconclusive; . = not tested or not shown; [ ] = another dose, or the depositor's remark. Unless noted, calls follow the shape of the dose curve; as a rule, active = well fitted curve in the direction sought with a large enough effect; inconclusive = small, poorly fitted or top-dose-only effect, or another doubt; inactive = no such curve, though single readings can be large; an effect the other way counts as inactive or inconclusive. Random draw from the library; any-hit rate near 8.8%.

SMILES	Nrf2 activator	HepG2 tox	MCF10A rereplic	IL-1B inflam inh	ATXN viability	A549 tox	Nrf2 inh	ATXN2 expr inh	TGFb SMAD3 inh
O=C(CCCCCn1c(=S)[nH]c2ccsc2c1=O)NC1CCCCC1	-0.7%	11%	1%	7	i	-9%	?	.	6%
CC(C)(C)C1=Nn2c(nnc2C2CCCCC2)SC1	0.0%	-17%	6%	-11	i	-23%[1.84 µM]	6%	-1%	-2%
CCn1c(C)nc2cc(C(=O)NNC(=O)Nc3ccc(Cl)cc3)ccc21	0.0%	-5%	-4%	0	i	0%	-2%	-14%	0%
CCO/C=C1/C(=O)N(C)C(=O)c2cc(OC)ccc21	0.3%	6%	0%	10	i	-2%	-3%	-3%	-3%
O=C(Nc1ccccn1)c1sc2cccc(F)c2c1Cl	?	-27%	0%	32	?	2%	?	-1%	-19%
COC(=O)c1sccc1NC(=O)CSc1cc(Cl)ccc1Cl	0.8%	19%	5%	-20	i	?	.	1%	7%
NCc1csc(Nc2ncccn2)n1	-0.1%	3%	.	7	i	.	.	-5%	-5%
COc1cc(OC)c(OC)cc1CNC1CCCCCC1	-0.4%	-10%	-7%	2	i	-5%	.	-6%	4%
CCOc1ccc(S(=O)(=O)N/N=C(\C)Cc2ccc(OC)cc2)cc1	0.2%	3%	-2%	34	?	-14%	0%	?	4%
O=C(Nc1ccccc1)Nc1cc(OCC(F)(F)F)cc(OCC(F)(F)F)c1	0.0%	11µM*	21µM*	-103*	i	?	?	-10%[11.3 µM]	?
O=C(Nc1c(F)cc(F)cc1Br)c1cc(-c2ccc(O)cc2)on1	5.0%	-58%	-1%	-30	?	-9%	12%	-10%	?
Cc1c(C(C)O)nnn1-c1nonc1N (stereo not given)	-0.7%	0%	5%	-9	i	5%	2%	-8%	-11%
COc1ccc(-c2nc(CN3CCC(C(=O)NCCN(CC(C)C)CC(C)C)CC3)c(C)o2)cc1OC	2.6%	-7%	.	.	i	1%	2%	-2%	-5%
COc1ccc(-c2csc(NC(=O)CSCc3c(C)noc3C)n2)c(OC)c1	5.7%	-23%	10%	-53*	i	-15%	16µM*	-3%	1%
CCN(CC)S(=O)(=O)c1cccc(NC(=O)c2ccccc2Br)c1	3.0%	-28%	-5%	-5	i	1%	4%	-19%	4%
Cc1cc(Cl)ccc1NC(=O)COC(=O)CCNS(=O)(=O)c1ccccc1	0.0%	-3%	2%	-8	i	-8%	7%	.	-4%
N#Cc1ccccc1CSc1nnc(-c2ccncc2)o1	12%	-5%	3%	-17	i	16%	?	7%	0%
CC(C)CN(C(=O)C1CCCO1)c1c(N)n(CC(C)C)c(=O)[nH]c1=O (stereo not given)	-0.5%	7%	-3%	9	i	1%	2%	5%	37%[activator]
O=C(NN1C(=O)/C(=C/c2cccs2)SC1=S)c1cccnc1	5.0%	11%	?	17	?	?	-19%	-19%	5%
C/C(=N\NC(=O)c1ccc([N+](=O)[O-])cc1)c1cccc([N+](=O)[O-])c1	2.9%	-1%	5%	-7	i	17%	-5%	2%	-1%
Cc1cccc(C)c1NC(=O)CN(C)c1ccc(C(F)(F)F)cn1	0.2%	10%	1%	-6	i	3%	8%	.	4%
O=C(CCN=C1NS(=O)(=O)c2ccccc21)OCc1cccc(Cl)c1	0.0%	0%	2%	11	i	0%	12%	-1%	-1%
CC1=CN2C(=N)/C(=C/c3ccc(Sc4ccc(C)cc4)o3)C(=O)N=C2S1	?	-9%	?	-58*	i	-7%	-5%	19%	-20%
O=C(c1ccc2ccccc2c1)C1CCCN(C(=O)c2cnccn2)C1 (stereo not given)	0.3%	6%	2%	28	?	0%	-13%	-18%	5%
O=S(=O)(NCCc1ccc(F)cc1)c1ccc(F)cc1Br	0.5%	-5%	?	7	i	-4%	0%	3%	-24%
CCCc1nn2c(=O)cc(COc3ccc(NC(=O)c4ccco4)cc3)nc2s1	-0.1%	2%	4%	-8	i	2%	3%	-7%	7%
Cn1c(=O)c2c(nc(CN3CCN(C(=O)c4ccco4)CC3)n2Cc2ccc(F)cc2)n(C)c1=O	-0.3%	-11%	-3%	-14	i	-1%	-21%	-10%	-5%
COc1cccc(-c2nc(-c3ccc(NC(=O)Cc4ccccc4OC)cc3)no2)c1	2.6%	-29%	4%	-19	i	4%	?	-5%	2%
CCN1CCc2c(sc(NC(=O)c3ccc(S(=O)(=O)N4CCOCC4)cc3)c2C(=O)OC)C1	13%	-39%	15µM*	-5	i	1%	?	?	-4%
CCc1ccc(NC(=O)CSc2nc(C)c(C(=O)Nc3ccccc3)c(-c3ccc(OC)c(OC)c3)c2C#N)cc1	-0.2%	-16%	.	.	i	0%	-15%	-9%	-14%
CCCC(=O)O/N=C(\c1ccccc1)c1ccncc1	-0.1%	-4%	-1%	-6	i	-9%	-15%	.	-9%
Nc1nc(N)c(N=Nc2ccc(C(=O)O)cc2)c(N)n1	0.1%	-2%	0%	6	i	-18%	-5%	.	15%
C=CCC(O)(CC=C)CNC(=O)c1ccc(OC)c(OC2CCN(C(C)=O)CC2)c1	-0.6%	13%	0%	0	i	-10%	-16%	-7%	16%
CCOC(=O)c1ccc(NC(=O)N2CC(C)OC(C)C2)cc1 (stereo not given)	-0.1%	4%	5%	16	i	1%	.	19%	4%
CCC(=O)N1CCc2cc(S(=O)(=O)CCC(=O)N3CCc4ccccc4C3)ccc21	0.4%	-9%	19%	-10	i	1%	-1%	-3%	-1%
Cc1ccccc1OCc1nc2ccccc2c(=O)n1/N=C/c1c[nH]c2ccccc12	5.8%	-33%	16µM*	9	i	?	?	-29%	?
CCc1c(O)nc(SCC(=O)Nc2ccccc2OC)[nH]c1=O	0.3%	4%	19%	32	i	0%	8%	1%	0%
CC(C)CCC1(C)NC(=O)N(CC(=O)Nc2ccc3c(c2)OCCO3)C1=O (stereo not given)	0.2%	-14%	7%	-7	i	3%	-1%	-19%	-5%
CCOc1cccc(/C=C/c2ccc3ccccc3n2)c1OC(C)=O	0.0%	1%	23µM*	-92*	?	1%	?	.	4%
Cn1nnnc1SCC(=O)Nc1ccccc1C(N)=O	-0.2%	-9%	21%	23	i	1%	-28%	.	-8%

An excerpt from above in order of count of non-hydrogen atoms, ascending:
SMILES	Nrf2 activator	HepG2 tox	MCF10A rereplic	IL-1B inflam inh	ATXN viability	A549 tox	Nrf2 inh	ATXN2 expr inh	TGFb SMAD3 inh
CCCC(=O)O/N=C(\c1ccccc1)c1ccncc1	-0.1%	-4%	-1%	-6	i	-9%	-15%	.	-9%
CCOC(=O)c1ccc(NC(=O)N2CC(C)OC(C)C2)cc1 (stereo not given)	-0.1%	4%	5%	16	i	1%	.	19%	4%
Cc1cccc(C)c1NC(=O)CN(C)c1ccc(C(F)(F)F)cn1	0.2%	10%	1%	-6	i	3%	8%	.	4%
O=C(CCN=C1NS(=O)(=O)c2ccccc21)OCc1cccc(Cl)c1	0.0%	0%	2%	11	i	0%	12%	-1%	-1%
Cc1ccccc1OCc1nc2ccccc2c(=O)n1/N=C/c1c[nH]c2ccccc12	5.8%	-33%	16µM*	9	i	?	?	-29%	?
CCN1CCc2c(sc(NC(=O)c3ccc(S(=O)(=O)N4CCOCC4)cc3)c2C(=O)OC)C1	13%	-39%	15µM*	-5	i	1%	?	?	-4%

Next entries follow:
SMILES	Nrf2 activator	HepG2 tox	MCF10A rereplic	IL-1B inflam inh	ATXN viability	A549 tox	Nrf2 inh	ATXN2 expr inh	TGFb SMAD3 inh
CCOc1cc2[nH]c(=S)n(Cc3ccc(C(=O)NCCCOC)cc3)c(=O)c2cc1OCC	0.5%	0%	9%	21	?	-3%	-25%	-29%	1%
Cc1c(C)c(C)c(C(=O)CCc2cccc(NC(=O)CCC(=O)O)c2)c(C)c1C	-1.1%	-13%	-8%	15	i	1%	-28%	.	-5%
COC(=O)Cc1ccc(NC(=O)c2ccc3c(c2)C(=O)N(Cc2cccnc2)C3=O)cc1	-0.7%	-4%	11%	-6	i	1%	0%	0%	0%
COc1cccc(NC(=O)COc2ccc(C(=S)N3CCN(C)CC3)cc2OC)c1	0.4%	-32%	3%	15	i	-4%	13µM*	-12%	-26%
COc1ccc(S(=O)(=O)NC(CC(=O)NCc2ccc3c(c2)OCO3)c2ccco2)cc1 (stereo not given)	1.0%	1%	6%	3	i	10%	.	16%	-3%
CC(C)(C)c1[nH]nc2c1C(c1ccco1)C(C#N)=C(N)O2 (stereo not given)	19%	11%	-2%	-67*	i	1%	1%	.	-21%
COc1ccc(S(=O)(=O)N2CCC(n3c(C(F)(F)F)nc4cccnc43)CC2)cc1OC	2.9%	0%	.	.	i	19%	-13%	0%	3%
Cc1ccnc(NC(=O)COC(=O)C23CC4CC(CC(C4)C2)C3)n1	-0.3%	-1%	1%	28	i	1%	-2%	2%	-4%
CCn1c(SCC(=O)NC2CCCCC2)nnc1-c1cc2cccc(OC)c2o1	0.1%	-4%	?	-26	i	1%	-11%	-3%	-9%

Source: PubChem BioAssay (National Center for Advancing Translational Sciences (NCATS))
